Assay outcomes (PubChem BioAssay)
MCF10A rereplic = inducers of DNA re-replication in MCF 10A breast cells. 350,000 compounds, 2.9% hits. Potency, µM (top dose mostly 46.1 µM), for the others: at the top dose activity, positive = re-replication, most hits filed as activators. MCF 10A DNA re-replication, Hoechst nuclear intensity, 48 h; also: potency is read from the fitted curve at half-maximal effect; % of control where 0% means no effect; nearly all actives have a fitted effect of over 50% in size
ATXN2 expr inh = ATXN2 expression inhibition; Potency, µM (doses to about 57 µM), for the others: at the top dose activity change, negative = inhibition, hits mostly inhibitors; 360,000 compounds, 0.72% hits; HEK-293 ATXN2-luciferase reporter, luminescence, 24 h; also: potency is read from the fitted curve at half-maximal effect; % is scaled to controls: 0 for no effect and ±100 for the full control effect; nearly all actives have a fitted effect of over 55% in size
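qHTS (up to 57 uM final) was run with 24 h compound exposure of reporter cells at 37 °C. Each well was multiplexed: SteadyGlo luminescence measured ATXN2-luciferase expression after a fluorogenic Gly-Phe-AFC viability readout (25 uM final).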
HT1080 IDH1KD tx = toxicity to HT-1080 IDH1 knockdown cells (counter line) | HT-1080 IDH1 knockdown viability, ATP luminescence, 48 h | Potency, µM (series often up to 46.1 µM), inactives show top-dose activity, negative = toxicity, usual class: cytotoxic | 360,000 compounds, 2% hits | AID 686971;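 also: potency is read from the fitted curve at half-maximal effect; 0% = DMSO wells and -100% = cell-free medium wells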
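% activity derives from luminescence (CellTiter-Glo), normalised to DMSO and no-cell wells. HT-1080-IDH1KD cells, 750/well, had 48 h compound exposure at 37 °C.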
HT1080NT lethal = kills 2HG-producing HT-1080-NT fibrosarcoma cells; Potency, µM (top dose mostly 46.1 µM), inactives show at the top dose activity, negative = less viability, usual class: cytotoxic; HT-1080-NT fibrosarcoma viability, CellTiter-Glo ATP luminescence, 48 h; 360,000 compounds, 1.6% hits;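 also: NT is the 2HG producing partner of a matched IDH1 knockdown line; potency is read from the fitted curve at half-maximal effect; 0% = DMSO-treated cells and -100% = media-only wells without cells; nearly all actives have a fitted effect of over 55% in size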
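Luminescent CellTiter-Glo readout after 48 hours of compound exposure at 37 degrees C defined viability of HT-1080-NT cells. Activity was normalized to DMSO wells and cell-free media wells; concentration-response curves were fitted and assigned curve classes.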
WRN helicase inh = WRN helicase (human) inhibition. WRN helicase unwinding, fluorescent forked duplex, kinetic. 360,000 compounds, 0.46% hits. Q14191. Potency, µM (series often up to 114 µM), without a hit: at the highest dose activity change, negative = inhibition, actives largely listed as inhibitors; also: potency is read from the fitted curve at half-maximal effect; % is scaled to controls: 0 for no effect and ±100 for the full control effect; nearly all actives have a fitted effect of over 55% in size
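Primary qHTS, 1536-well format. 20 nM WRN + compound, 15 min RT; start with 100 nM forked fluorophore/quencher duplex, 2 mM ATP (final); kinetic read ex 525/em 598 nm.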
SW480 rerep = inducers of DNA re-replication in SW480 colon cancer cells | SW480 DNA re-replication, Hoechst DNA content imaging, 48 h | Potency, µM (series often up to 46.1 µM), without a hit: at the top dose re-replication activation, usual class: activators | 340,000 compounds, 1.8% hits | AID 624297; also: potency is read from the fitted curve at half-maximal effect; % of control where 0% means no effect; nearly all actives have a fitted effect of over 55% in size
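Readout is total intensity of Hoechst-stained nuclei, excited at 405 nm and collected at 500-530 nm. Compound treatment lasted 48 hr at 37 C in 5% CO2 before staining.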
IL-1B inflam inh = blocks inflammasome-driven IL-1 beta release. activity change, % at 57.5 µM. THP-1 LPS/ATP IL-1B secretion, AlphaLISA, 16 h; hits give low values. 360,000 compounds, 4.7% hits; in the data active = activity change below about -50%; inconclusive = mostly about -30% to -49%; also: % is scaled to controls: 0 for no effect and ±100 for the full control effect
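Secreted IL-1B measured by AlphaLISA bead assay after 16 h compound exposure of THP-1 cells; compounds (final up to 57.5 uM) added 1 h before LPS (250 ng/mL) and ATP (1.25 mM) stimulation; lower signal means less secretion.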
KB-3-1 tox = KB-3-1 parental cell cytotoxicity. KB-3-1 viability, CellTiter-Glo ATP luminescence, 72 h. Potency, µM (doses to about 46.1 µM), for the others: top-dose activity change, negative = cytotoxic, usual class: cytotoxic. 400,000 compounds, 1.4% hits. AID 1347075; also: potency is read from the fitted curve at half-maximal effect; % is scaled to controls: 0 for no effect and ±100 for the full control effect; nearly all actives have a fitted effect of over 60% in size
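KB-3-1 parental drug-naive adenocarcinoma cells in DMEM/10% FBS, incubated 72 h at 37 C with pin-transferred compounds across a concentration series. Viability by CellTiter-Glo luminescence; concentration-response curves fitted after normalization.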
KB-V1 cytotox = KB-V1 MDR subline cytotoxicity | KB-V1 MDR cells viability, CellTiter-Glo, 72 h | Potency, µM (doses to about 46.1 µM), without a hit: top-dose activity change, negative = cytotoxicity, usual class: cytotoxic | 400,000 compounds, 3.4% hits | AID 1347076; also: potency is read from the fitted curve at half-maximal effect; % is scaled to controls: 0 for no effect and ±100 for the full control effect; nearly all actives have a fitted effect of over 60% in size
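Luminescent ATP read-out (CellTiter-Glo, 10 min) measures survival of drug-selected KB-V1 MDR cells after 72 h, 37 degrees C compound exposure. Medium: phenol-red-free DMEM, 10% FBS. Values from fitted concentration-response curves.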
An asterisk follows results filed as active; [ ] = dose if it differs, or a comment. Unless noted, calls follow the shape of the dose curve; as a rule, active = well fitted curve in the direction sought with a large enough effect; inconclusive = small, poorly fitted or top-dose-only effect, or another doubt; inactive = no such curve, though single readings can be large; an effect the other way counts as inactive or inconclusive. Compounds were not picked by outcome. About 12% of those tested had a hit in this group.

`Cc1ccc(C(=O)c2c3ccccc3[n+]([O-])n2CCC(=O)O)cc1` gave MCF10A rereplic -4%, ATXN2 expr inh 41%[activator], HT1080 IDH1KD tx -1%, HT1080NT lethal 15%, WRN helicase inh -3%, SW480 rerep -6%, IL-1B inflam inh -1, KB-3-1 tox -10% and KB-V1 cytotox -5%.
`O=C(c1ccc(OCC2CCCO2)cc1)N1CCN(S(=O)(=O)c2cccc(F)c2)CC1` (stereo not drawn) gave MCF10A rereplic -1%, ATXN2 expr inh -6%, HT1080 IDH1KD tx 4%, HT1080NT lethal 3%, WRN helicase inh -2%, SW480 rerep -4%, IL-1B inflam inh 8, KB-3-1 tox -10% and KB-V1 cytotox inconclusive.
`COCC1CCN(C(=O)c2cc(COc3ccccc3SC)on2)C1` (stereo not drawn) gave MCF10A rereplic -1%, ATXN2 expr inh 13%, HT1080 IDH1KD tx 0%, HT1080NT lethal -4%, WRN helicase inh -5%, SW480 rerep -7%, IL-1B inflam inh 5, KB-3-1 tox 5% and KB-V1 cytotox inconclusive.
For O=C(Nc1cccc(Br)c1)C1CCCC1 the results were MCF10A rereplic 1%, HT1080 IDH1KD tx 2%, HT1080NT lethal 4%, WRN helicase inh -8%, SW480 rerep inconclusive, IL-1B inflam inh 0, KB-3-1 tox 1% and KB-V1 cytotox 7%.
For Cc1ccc(OCC(=O)Nc2ccc(S(=O)(=O)Nc3ccccn3)cc2)c(C)c1 the results were MCF10A rereplic 7%, ATXN2 expr inh -7%, HT1080 IDH1KD tx -5%, HT1080NT lethal -5%, WRN helicase inh 7%, SW480 rerep 2%, IL-1B inflam inh -3, KB-3-1 tox -9% and KB-V1 cytotox -3%.
`N#C/C(=C\c1ccc(O)c([N+](=O)[O-])c1)C(=O)NCc1ccccc1` gave MCF10A rereplic inconclusive, HT1080 IDH1KD tx -14%, HT1080NT lethal inconclusive, WRN helicase inh -25%, SW480 rerep 2%, IL-1B inflam inh 41, KB-3-1 tox inconclusive and KB-V1 cytotox -12%.
`Nc1nonc1-n1nnc(C(=O)N/N=C/c2ccc(O)cc2)c1CN1CCCCCC1` gave MCF10A rereplic -14%, ATXN2 expr inh -24%, HT1080 IDH1KD tx -3%, HT1080NT lethal -1%, WRN helicase inh -1%, SW480 rerep -11%, IL-1B inflam inh 19, KB-3-1 tox 18% and KB-V1 cytotox 17%.
`O=C(NCCCn1ccnc1)c1cc2ccccc2o1` gave MCF10A rereplic 1%, ATXN2 expr inh 2%, HT1080 IDH1KD tx 13%, HT1080NT lethal 9%, WRN helicase inh -4%, SW480 rerep 3%, IL-1B inflam inh 71, KB-3-1 tox 4% and KB-V1 cytotox 4%.
CCC(C)Sc1ccc(-c2nc3ccccn3c2NCc2ccccc2)cc1OC (stereo not drawn) was read as MCF10A rereplic 21µM*, ATXN2 expr inh inconclusive, HT1080 IDH1KD tx inconclusive, HT1080NT lethal inconclusive, WRN helicase inh -9%, SW480 rerep -4%, IL-1B inflam inh -74*, KB-3-1 tox inconclusive and KB-V1 cytotox inconclusive.
`O=C(O)C1C2C=CC3(CN(Cc4ccncc4)C(=O)C13)O2` (stereo not drawn) gave MCF10A rereplic 7%, ATXN2 expr inh 3%, HT1080 IDH1KD tx -3%, HT1080NT lethal 0%, WRN helicase inh -9%, SW480 rerep -4%, IL-1B inflam inh 4, KB-3-1 tox -2% and KB-V1 cytotox 3%.
`COc1ccc(OC)c(NC(=O)C2(C)CCN2Cc2ccc(OC)c3ccccc23)c1` (stereo not drawn) gave ATXN2 expr inh 8%, HT1080 IDH1KD tx inconclusive, HT1080NT lethal -20%, WRN helicase inh -1%[57.1 µM], IL-1B inflam inh 28, KB-3-1 tox -13% and KB-V1 cytotox -26%.
O=C(CCc1nnc(-c2ccsc2)o1)N1CCCCC1CCn1ccnc1 (stereo not drawn) was read as MCF10A rereplic 8%, ATXN2 expr inh 18%, HT1080 IDH1KD tx 0%, HT1080NT lethal -6%, WRN helicase inh 0%, SW480 rerep -5%, IL-1B inflam inh -15, KB-3-1 tox 7% and KB-V1 cytotox 8%.
For CN1/C(=C\C=N\NC(=O)c2ccc(O)cc2)C(C)(C)c2ccccc21 the results were MCF10A rereplic 29%, ATXN2 expr inh 0%, HT1080 IDH1KD tx -25%, HT1080NT lethal -15%, WRN helicase inh -13%, SW480 rerep -1%, IL-1B inflam inh -6, KB-3-1 tox 0% and KB-V1 cytotox -24%.
Screening CCOC(=O)c1c(-c2ccsc2)csc1N returned MCF10A rereplic -6%, ATXN2 expr inh -15%, HT1080 IDH1KD tx -8%, HT1080NT lethal -12%, WRN helicase inh -6%, SW480 rerep -3%, IL-1B inflam inh 14, KB-3-1 tox 4% and KB-V1 cytotox 12%.
Cc1cc(NC(=O)CCS(=O)(=O)c2ccc(F)cc2)no1 was read as MCF10A rereplic -2%, ATXN2 expr inh 11%, HT1080 IDH1KD tx 8%, HT1080NT lethal 2%, WRN helicase inh -7%, SW480 rerep -7%, IL-1B inflam inh 13, KB-3-1 tox -1% and KB-V1 cytotox inconclusive.
Screening COc1ccccc1CCNC(=O)CCn1nc(C)c2c(C)n(-c3ccccc3)nc2c1=O returned MCF10A rereplic 0%, ATXN2 expr inh -13%, HT1080 IDH1KD tx 7%, HT1080NT lethal -1%, WRN helicase inh -2%, SW480 rerep 3%, IL-1B inflam inh -30, KB-3-1 tox -5% and KB-V1 cytotox -4%.
For CN1CCN(c2ccccc2NC(=O)c2ccc3c(c2)OCCO3)CC1 the results were MCF10A rereplic -2%, ATXN2 expr inh -21%, HT1080 IDH1KD tx 0%, HT1080NT lethal 11%, WRN helicase inh 3%, SW480 rerep -4%, IL-1B inflam inh -12, KB-3-1 tox 24% and KB-V1 cytotox -19%.
`O=C(Nc1cc(S(=O)(=O)N2CCOCC2)ccc1N1CCCC1)c1ccc(Cl)cc1` gave MCF10A rereplic 9%, ATXN2 expr inh -3%, HT1080 IDH1KD tx -2%, HT1080NT lethal 4%, WRN helicase inh -30%, SW480 rerep 6%, IL-1B inflam inh inconclusive, KB-3-1 tox 4% and KB-V1 cytotox -21%.
For CN(Cc1ccccc1)c1nc(-c2ccc([N+](=O)[O-])cc2)nc2ccccc12 the results were MCF10A rereplic 16%, ATXN2 expr inh -11%, HT1080 IDH1KD tx -3%, HT1080NT lethal 2%, WRN helicase inh -9%, SW480 rerep 1%, IL-1B inflam inh -25, KB-3-1 tox 5% and KB-V1 cytotox -26%.
`CC1CN(CC(=O)c2c(N)n(Cc3ccccc3)c(=O)n(C)c2=O)CC(C)O1` (stereo not drawn) gave MCF10A rereplic 9%, ATXN2 expr inh -5%, HT1080 IDH1KD tx 7%, HT1080NT lethal 16%, WRN helicase inh 10%, SW480 rerep 0%, IL-1B inflam inh 6, KB-3-1 tox 3% and KB-V1 cytotox 4%.
Cc1ccc(-c2nc3ncccc3o2)cc1NC(=O)CC(C)C was read as MCF10A rereplic 0%, ATXN2 expr inh 3%, HT1080 IDH1KD tx 21%, HT1080NT lethal 22%, WRN helicase inh -6%, SW480 rerep -4%, IL-1B inflam inh 11, KB-3-1 tox 8% and KB-V1 cytotox 9%.
For COc1ccccc1OCc1ccc(C(=O)NCC(C)C)o1 the results were MCF10A rereplic -2%, ATXN2 expr inh 9%, HT1080 IDH1KD tx 0%, HT1080NT lethal -4%, WRN helicase inh 2%, SW480 rerep -4%, IL-1B inflam inh -11, KB-3-1 tox 13% and KB-V1 cytotox 1%.
`CC(NC(=O)c1ccccc1NC(=O)c1ccco1)C(=O)O` (stereo not drawn) gave MCF10A rereplic 66%[0.0737 µM], ATXN2 expr inh 6%, HT1080 IDH1KD tx 1%, HT1080NT lethal 0%, WRN helicase inh -6%, SW480 rerep 0%, IL-1B inflam inh 2, KB-3-1 tox 8% and KB-V1 cytotox 35%.
Screening CN(Cc1ccccc1)C(=O)COC(=O)CNS(=O)(=O)c1ccc2ccccc2c1 returned MCF10A rereplic 4%, ATXN2 expr inh -1%, HT1080 IDH1KD tx -12%, HT1080NT lethal 0%, WRN helicase inh 20%, SW480 rerep -3%, IL-1B inflam inh -5, KB-3-1 tox 5% and KB-V1 cytotox 6%.
For COc1cc(NC(=O)Nc2cccc(Cl)c2)c(C(=O)O)cc1OC the results were MCF10A rereplic -3%, HT1080 IDH1KD tx -8%, HT1080NT lethal 1%, WRN helicase inh -6%, SW480 rerep 1%, IL-1B inflam inh -6, KB-3-1 tox 1% and KB-V1 cytotox inconclusive.
`O=C(CSc1ccc2nnc(-c3ccccn3)n2n1)Nc1ccccc1F` gave MCF10A rereplic -1%, ATXN2 expr inh 8%, HT1080 IDH1KD tx 13%, HT1080NT lethal 12%, WRN helicase inh -20%, SW480 rerep -10% and IL-1B inflam inh -1.
Screening CCOC(=O)c1c(C)n(-c2ccc(F)cc2)c2ccc(O)cc12 returned MCF10A rereplic 3%, ATXN2 expr inh -9%, HT1080 IDH1KD tx 1%, HT1080NT lethal -1%, WRN helicase inh -1%, SW480 rerep -15%, IL-1B inflam inh 7, KB-3-1 tox -11% and KB-V1 cytotox -1%.
Screening O=C(Nc1ccccc1N1CCCCC1)c1ccc(-c2ccc(Cl)cc2)o1 returned MCF10A rereplic inconclusive, ATXN2 expr inh 1%, HT1080 IDH1KD tx 2.1µM*, HT1080NT lethal 2.1µM*, WRN helicase inh -3%, SW480 rerep 2.9µM*, IL-1B inflam inh 26, KB-3-1 tox 8.2µM* and KB-V1 cytotox 21µM*.
